KDM5B inh – blocks human KDM5B histone demethylase activity | Q9UGL1 | KDM5B demethylase, FDH-coupled NADH fluorescence (FDH is formaldehyde dehydrogenase) | Potency, µM (highest dose often 57.7 µM), for inactives: at the top dose activity change, negative = inhibition, hits mostly inhibitors | actives 2.6% (n = 220,000) | AID 1347165; active = well fitted inhibition curve with a large enough effect; inconclusive = small, poorly fitted or top-dose-only effect; inactive = no such curve, though single readings can be large or run the other way; note: 0% is about no effect; nearly all actives have a fitted effect of over 70% in size
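Here, H3K4me3 peptide (12.5 µM in substrate mix) is demethylated by KDM5BΔAP, 200 nM final, after 10 min compound exposure. Formaldehyde product is coupled through FDH (0.25 U/mL in mix) to NADH fluorescence; 30-min ΔRFU feeds dose-response curves.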
The depositor's hits bear a star; i = inactive; ? = inconclusive; & = joins results of further samples; [ ] = another dose, or the depositor's remark. Potency is the fitted concentration of half-maximal effect. These rows are one share of the data (hit frequency here may not be typical).

SMILES	KDM5B inh
COc1ccc(NC(=O)c2cccc(N3CCCS3(=O)=O)c2)c(OC)c1	7.8%
Cc1ccc(C2(C(=O)NC(C)c3cnc(-c4ccncc4)nc3C)CC2)cc1 (stereo unspecified)	12.3%
O=C(O)Cn1ccc2cc(OCc3cccc(-c4cccc(C(F)(F)F)c4)c3)cnc21	?
COc1ccc(NC(=O)c2ccc3c(c2)N(C(=O)c2ccc(F)cc2)CC3)c(C)c1	-10.6%
COc1cc(Cl)c(C)cc1NC(=O)Cn1nc(-c2cccs2)oc1=O	7.3%
O=C(C=C1NCCN1)c1ccccc1	0.0%
O=C1CO[C@H]2CN(Cc3ncc[nH]3)C[C@H]2N1Cc1ccc(F)cc1	14.7%[86.2 µM]
Cc1ccccc1NC(=O)c1ncoc1-c1cccs1	-10.7%
O=c1oc2ccc(Br)cc2cc1-c1ccccc1	-4.1%
COc1ccc(N2CCC(N3CCC4(CCNCC4)C3)CC2)cc1	-15.7%
O=C(c1ccc2c(c1)nc1n2CCCCC1)N1CCN(c2ccccc2)CC1	-1.1%
CCCc1cc(=O)oc2cc(OC(C)C(=O)NCc3ccccn3)ccc12 (stereo unspecified)	?
O=C(NCC(O)c1ccc([N+](=O)[O-])cc1)Nc1ccccc1 (stereo unspecified)	32.1%
COc1cccc(-c2ncc3c(n2)OCCN(Cc2ccccc2)C3=O)c1	35.5µM*
Cc1ccc(OCC(=O)N2CCCC(CN3CCCC3)CC2)cc1 (stereo unspecified)	?
COc1ccccc1CCC(=O)N1CC2CC(C1)[C@H]1CCCC(=O)N1C2 (stereo partly specified)	29.5%
N#C/C(=C/c1ccc(F)cc1)c1nnc(NC(=O)c2ccccc2)s1	156.2%[activator]
COc1ccc(Cn2nnc3c(=O)[nH]c(C4CCCN(C(=O)c5ccccc5Cl)C4)nc32)cc1OC (stereo unspecified)	8.8%
CN1[C@@H](c2ccc(Cl)cc2)[C@@H](C(=O)NCCc2cnc[nH]2)C[C@@]1(C)C(=O)O	13.1%
Cc1c(O)cccc1C(=O)N1CCCC2(C1)C(=O)N(C)c1ccccc12 (stereo unspecified)	16.9%
COC(=O)c1c(-c2ccc(Cl)cc2)noc1N1CCN(c2cccc(C)c2C)CC1	10.5%
CC(C)(C)C1CCCCC1NCc1cccc(C#N)c1 (stereo unspecified)	12.6%
COCc1nc(C2CCCN(C(=O)c3ccc(C)cc3)C2)no1 (stereo unspecified)	7.2%
O=S(=O)(Nc1ccc(F)cc1F)c1ccc(Br)s1	-1.9%
Cc1cc2oc(=O)cc(CSc3nncn3C)c2cc1C(C)C	-10.2%
SMILES	KDM5B inh
CC1CCN(c2ccc3nnc(CCC(=O)NC(C)CCc4ccco4)n3n2)CC1 (stereo unspecified)	5.7%
Cc1cccc(-n2nc(C)c(CCC(=O)N3CCOCC3)c2Oc2ccc(F)cc2F)c1	6.5%
CC(CCc1ccccc1)NC(=O)CC1CCCC1 (stereo unspecified)	25.1%
CC(=O)C(C(=O)c1ccc(F)cc1)C1c2ccccc2Sc2ccccc21 (stereo unspecified)	16.0%
Cc1cn2nc(C(=O)NCc3ccccc3C)cc2c(N(C)Cc2ccccc2)n1	14.1µM*
CCOC(=O)COc1c(Cl)cc(/C=C2\N=C(C)OC2=O)cc1OC	?
Cc1ccc(-n2ncc3c(N4CCC(Cc5ccccc5)CC4)ncnc32)cc1	-2.3%
CCc1nn2c(=O)cc(COc3ccc(/C=C(\C#N)C(=O)Nc4ccc(C)cc4)cc3)nc2s1	-24.8%
Cc1nc(N)[nH]c(=O)c1Oc1cccc(C(F)(F)F)c1	21.0%
O=C(NC1CCCCC1)N1CCC2(CC1)CC(N(C(=O)c1ccccc1)C1CC1)CCO2 (stereo unspecified)	-9.7%
CN(C)c1ccc(C(=O)N2CCC(n3cc(-c4nc(C5CC5)no4)nn3)C2)cc1 (stereo unspecified)	3.7%
COc1cc(OC)cc(C(=O)N2CCC3(CC2)NC(=O)N(c2ccc(F)cc2)N3)c1	-5.3%
O=C(Nc1cccc(-c2ccco2)c1)C1CCN(Cc2ccc(CO)o2)CC1	-26.9%
Cc1ccc(/C=N/n2c(-c3ccncc3)n[nH]c2=S)s1	?
CC[C@@H]1[C@@H](NC(=O)c2oc(COc3ccccc3)cc2C)[C@@H]2CCO[C@H]12	8.2%
O=C(c1ccc(Br)o1)N1N=C(c2ccc(Cl)cc2)CC1c1ccco1 (stereo unspecified)	?
O=C(O)C#Cc1cccc2ccccc12	?
CC(=O)N1CCC2(CC1)Oc1ccc(Br)cc1C1CC(c3ccncc3)=NN12 (stereo unspecified)	?
Cc1ccc(CCNC(=O)CN2C(=O)COc3ccc(S(=O)(=O)N4CCCCCC4)cc32)cc1	-14.8%
CCn1c(SCc2ccc(F)cc2Cl)nnc1-c1nonc1NC(C)=O	-6.9%
Cc1ccc(Cc2cc(C)n[nH]c2=O)cc1	27.3%
O=C(NCc1cccc(Cl)c1)c1ccc(CN2C(=O)NC3(CCOCC3)C2=O)cc1	-6.7%
CCC1CCc2c(sc(NC(=O)COCC(=O)O)c2C(=O)NCc2ccc(C)cc2)C1 (stereo unspecified)	-14.9%
CN(Cc1cccs1)C(=O)CCc1c[nH]c2ccccc12	-4.7%
O=C(c1ccc2cc[nH]c2c1)N1CCCC(c2nn[nH]n2)C1 (stereo unspecified)	22.4µM*

A different layout for 15 compounds above:
smiles,KDM5B inh
CCOC(=O)COc1c(Cl)cc(/C=C2\N=C(C)OC2=O)cc1OC,?
Cc1ccc(-n2ncc3c(N4CCC(Cc5ccccc5)CC4)ncnc32)cc1,-2.3%
CCc1nn2c(=O)cc(COc3ccc(/C=C(\C#N)C(=O)Nc4ccc(C)cc4)cc3)nc2s1,-24.8%
Cc1nc(N)[nH]c(=O)c1Oc1cccc(C(F)(F)F)c1,21.0%
O=C(NC1CCCCC1)N1CCC2(CC1)CC(N(C(=O)c1ccccc1)C1CC1)CCO2 (stereo unspecified),-9.7%
CN(C)c1ccc(C(=O)N2CCC(n3cc(-c4nc(C5CC5)no4)nn3)C2)cc1 (stereo unspecified),3.7%
COc1cc(OC)cc(C(=O)N2CCC3(CC2)NC(=O)N(c2ccc(F)cc2)N3)c1,-5.3%
O=C(Nc1cccc(-c2ccco2)c1)C1CCN(Cc2ccc(CO)o2)CC1,-26.9%
Cc1ccc(/C=N/n2c(-c3ccncc3)n[nH]c2=S)s1,?
CC[C@@H]1[C@@H](NC(=O)c2oc(COc3ccccc3)cc2C)[C@@H]2CCO[C@H]12,8.2%
O=C(c1ccc(Br)o1)N1N=C(c2ccc(Cl)cc2)CC1c1ccco1 (stereo unspecified),?
O=C(O)C#Cc1cccc2ccccc12,?
CC(=O)N1CCC2(CC1)Oc1ccc(Br)cc1C1CC(c3ccncc3)=NN12 (stereo unspecified),?
Cc1ccc(CCNC(=O)CN2C(=O)COc3ccc(S(=O)(=O)N4CCCCCC4)cc32)cc1,-14.8%
CCn1c(SCc2ccc(F)cc2Cl)nnc1-c1nonc1NC(C)=O,-6.9%

Continued.
SMILES	KDM5B inh
COc1cccc(-c2csc(-c3cc4cccc(OC)c4oc3=O)n2)c1	?
COCCc1nncn1C1CCN(S(=O)(=O)c2ccc(F)c(C)c2)CC1	0.4%
Cc1nc(NC2CC(c3nnc(CO)n3C3CC3)C2)c2sccc2n1 (stereo unspecified)	-6.0%
O=C1/C(=C/c2ccc(-c3ccc(F)cc3)o2)Cc2ccccc21	-21.2%
CCOc1ccc(NC(=O)c2ccc3[nH]c(C)c(C)c3c2)cc1	?
Cc1ccc(C(=O)N2CCC(C(=O)N3CCCCCC3)CC2)cc1S(=O)(=O)N1CCCCC1	5.5%
Cc1[nH]c2ccccc2c1C(=O)COC(=O)C1CCC1	13.4%&13.8%
CN(C)CC(=O)N1CC(F)(F)C[C@H]1c1nc(-c2ccncc2)no1	11.1%
COc1ccc(Cn2nccc2NC(=O)c2cc(=O)c3cc(Cl)ccc3o2)cc1	-10.0%
COc1ccc(NC(=O)C(C)n2cccn2)cc1OC(F)F (stereo unspecified)	12.3%
O=C(Cn1c(=O)n(-c2ccc(Cl)cc2)c(=O)c2sc3ccccc3c21)NC1CCCCC1	-28.6%
CCC(=O)N1CCN(C2CCN(CCOC)C2=O)CC1 (stereo unspecified)	-22.1%
C/C(=C/C(=O)C(F)(F)F)N1CCN(c2ccccn2)CC1	-21.7%
O=C(c1ccc2c(c1)OCO2)N1CC2CC(C1)[C@H]1CCCC(=O)N1C2 (stereo partly specified)	11.2%
Cn1nc(C(=O)OCC(=O)Nc2ccc(S(=O)(=O)N3CCCCC3)cc2)c2ccccc2c1=O	-3.5%
Cc1cc2n(n1)CCC(=O)N2Cc1ccc(C(=O)NCc2cccs2)cc1	-14.1%
CC(CNC(=O)c1ccccc1Cl)NC(=O)c1ccccc1Cl (stereo unspecified)	0.0%
Cc1cccc(CN2CCN(S(=O)(=O)c3cnn(C)c3)CC2)c1	-4.2%
Cc1cccc(C(=O)Nc2sc(C)c(C)c2C#N)c1	189.7%[activator]
O=C1NCCC[C@@H]1NC(=O)[C@@H]1CN(C(=O)c2ccccc2)CCN1C(=O)c1cccc(F)c1	-11.1%
CC(C)Oc1ccc(CNC(=O)c2cc3cccc4c3n2CC(C)S4)cc1 (stereo unspecified)	?
O=C(Nc1cccc(Cl)c1N1CCOCC1)c1cccnc1Cl	21.8%
COc1cccc(CNC(=O)C(C)n2nc(-c3ccccc3)c3ccccc32)c1OC (stereo unspecified)	?
O=C(Cc1ccccc1)N1CCC2(COc3ccncc3S(=O)(=O)N2)C1 (stereo unspecified)	17.8%[115 µM]
C=CCN1CC2(CCC1=O)CCN(C(=O)NC(C)CC)CC2 (stereo unspecified)	-3.6%
SMILES	KDM5B inh
c1ccc(-c2noc(-c3cncnc3NC3CCc4ccccc43)n2)cc1 (stereo unspecified)	?
CN(C)CCNc1oc(COc2ccc(Cl)cc2)nc1C#N	-2.0%
Cc1ccccc1-c1nc2c3c(ncn2n1)Oc1cc(O)ccc1C3c1ccccc1 (stereo unspecified)	10.7%
CC(NC(=O)C(C)(Cl)Cl)C12CC3CC(CC(C3)C1)C2 (stereo unspecified)	-22.4%
COc1ccc(CNC(=O)C2CCN(S(=O)(=O)c3cccc4nonc34)CC2)cc1	6.6%
CN(C)C(=O)c1ccnc(-c2nnc3ccc(N4CCCCC4)nn23)c1	-11.1%[86.2 µM]
COc1ccc(NC(=O)CSc2ccc3nc(-c4ccccc4)cn3n2)c(OC)c1	?
CC1=C[C@@H](CN2CCOCC2)[C@H](C(C)C)C[C@H]1Cc1nnc(-c2ccc(N(C)C)cc2)o1	35.5µM*
CN(C)S(=O)(=O)c1cccc(NC(=O)CN(CCO)CC(=O)Nc2cccc(S(=O)(=O)N(C)C)c2)c1	?
CC(=O)c1cccc(NC(=O)Cn2c(-c3cnccn3)nc(C)c(C)c2=O)c1	8.1%
CCOC(=O)Cc1ccc(NC(=O)NC(C)c2c(-n3cccc3)sc(C)c2C)cc1 (stereo unspecified)	-38.0%
Cc1ccccc1C(=O)N1CC(C(=O)NCCc2ccncc2)C2(CCOCC2)C1 (stereo unspecified)	2.4%
N#Cc1cc2c(nc1SCc1ccccc1Cl)CCCC2=O	-13.4%
CCOC(=O)CCN(C)Cc1cccc(OC)c1OC	14.3%
Cc1ccn(CCC(=O)N2CC(=O)N(C3CCCCC3)CC(OCc3ccccc3)C2)n1 (stereo unspecified)	27.6%
O=C(CCNS(=O)(=O)c1ccc(Br)cc1)Nc1cccc(F)c1	-6.8%
Cc1cccc(S(=O)(=O)N2CCn3cccc3C2C)c1 (stereo unspecified)	-34.5%
CC1CCc2c(-c3ccccc3O)nc3ccc4ccccc4c3c2C1 (stereo unspecified)	9.5%
C=CCN(C(=O)CCC(=O)Nc1cc(C)on1)C(C(=O)NC1CCCC1)c1ccc(CC)cc1 (stereo unspecified)	-79.0%
CN(Cc1ccccc1)Cc1cc(C[C@@H]2CC[C@H](O)[C@@H](CNCc3ccccc3)O2)no1	228.6%[activator]
Cc1ccccc1-c1cc(=O)c2cc(NC(=O)c3ccncc3)ccc2o1	?
COc1cccc(C(Nc2ncc(C(F)(F)F)cc2Cl)c2nccn2C)c1 (stereo unspecified)	17.0%
Nc1c(C(=O)NC2CCCCC2)nnn1-c1ccccc1	8.7%
CCOc1cc(C2C(C(=O)c3ccco3)=C(O)C(=O)N2CC2CCCO2)ccc1O (stereo unspecified)	?
CCCc1cc(=O)oc2cc(C)c3c(C(C)(C)C)coc3c12	7.4%
SMILES	KDM5B inh
C(#Cc1ccccc1)CN1CCOCC1	21.3%
COC(=O)c1cc2c(ccc3ccccc32)oc1=O	i
CCc1ccc(-c2cc(C(F)(F)F)on2)cc1S(=O)(=O)Nc1cc(OC)c(OC)c(OC)c1	-13.4%
COc1cccc(CN2CCCN(Cc3ccc(F)cc3)S2(=O)=O)c1	0.8%
CCCc1ccc(OC(=O)c2sc3ncn(Cc4cccc(F)c4)c(=O)c3c2C)cc1	?
CCCCc1cc(=O)oc2cc(C)cc(OC(C)C(=O)O)c12 (stereo unspecified)	i
CCOc1ccc(S(=O)(=O)N2CCN(Cc3nc(-c4ccc(C(=O)NC)cc4)oc3C)CC2)cc1	-26.8%
O=C(CC[C@@H]1CNC(=O)[C@@H]2C[C@H](NC(=O)Nc3cccc(Cl)c3)CN12)NCc1cccnc1	-34.3%
O=S(=O)(Cc1ncc(C(F)(F)F)cc1Cl)c1ccccc1	1.7%
CCN(C(=O)CN1C(=O)NC2(CCCCC2)C1=O)c1ccccc1	0.6%
CCC(O)Cn1nc(CCOC)nc1-c1ccc(-c2nnn(C)n2)cc1 (stereo unspecified)	-7.6%
CC(=O)Nc1ccc(-c2csc(NC3CC3)n2)c(F)c1	-10.2%
O=C(c1ccccc1OCC1CCCN(C2CCCCC2)C1)N1CCCCC1 (stereo unspecified)	10.7%
CC1(C)C(=O)N(CCOc2ccccc2)[C@H]2CN(Cc3c[nH]c4ccccc34)C[C@H]2[S+]1(=O)[O-]	3.4%
Cc1cccc(NC(=O)CN2C(=O)NC3(CCOCC3)C2=O)c1	5.7%
